EPAC2 ag: activates human EPAC2 exchange factor | EPAC2 activation, biochemical qHTS; response scale: 100% = 6.5 mM cAMP response | Potency, µM (series often up to 154 µM), for the others: at the top dose activation, most hits filed as activators | 0.079% of 360,000 active | AID 720711; note: potency is the fitted concentration of half-maximal effect; nearly all actives have a fitted effect of over 50% in size
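Each well held 100 nM EPAC2, 250 nM RAP1B-BODIPY-GDP and 50 uM GDP. Fluorescence, read at 5-min intervals to 30 min, was referenced to a 6.5 mM cAMP positive control.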
PLK1 PBD block: inhibitors of human PLK1 polo-box domain binding. Potency, µM, inactives show max response, negative = inhibition, hits mostly inhibitors. Plk1 PBD binding of FITC phosphopeptide, fluorescence polarization. AID 720504. 2.8% of 360,000 active. P53350; note: potency is the fitted concentration of half-maximal effect; series mostly up to about 57 µM; % is set by controls: 0 for no effect and ±100 for the full control effect; nearly all actives have a fitted effect of over 65% in size
Target sequence (P53350 whole entry, looked up, the tested form may be a part): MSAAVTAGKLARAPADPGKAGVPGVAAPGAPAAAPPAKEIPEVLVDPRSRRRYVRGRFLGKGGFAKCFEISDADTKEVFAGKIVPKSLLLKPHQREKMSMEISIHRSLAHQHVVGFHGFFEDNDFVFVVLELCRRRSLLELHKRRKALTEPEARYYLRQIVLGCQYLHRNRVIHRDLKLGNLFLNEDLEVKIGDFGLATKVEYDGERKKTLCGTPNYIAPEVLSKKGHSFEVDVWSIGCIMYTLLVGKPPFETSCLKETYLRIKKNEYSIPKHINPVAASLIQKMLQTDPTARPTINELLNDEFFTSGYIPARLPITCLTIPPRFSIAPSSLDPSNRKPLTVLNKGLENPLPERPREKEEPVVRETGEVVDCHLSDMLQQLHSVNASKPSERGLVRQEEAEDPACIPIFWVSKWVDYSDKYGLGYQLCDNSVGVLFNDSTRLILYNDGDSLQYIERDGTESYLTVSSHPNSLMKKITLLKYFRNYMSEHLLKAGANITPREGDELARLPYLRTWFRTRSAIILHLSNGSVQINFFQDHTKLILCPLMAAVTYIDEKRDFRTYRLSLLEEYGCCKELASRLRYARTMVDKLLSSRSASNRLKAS
PI5P4K alpha inh: blocks human PI5P4K alpha kinase activity; max response, %; 1.2% of 330,000 active; P48426; AID 652105; PI5P4Kalpha enzyme, ADP-Glo luminescence, 60 min; active compounds read low; active = max response of -50% or lower; inconclusive = between -30% and -50%; inactive = -30% or higher; note: value at the top dose of about 77 µM; % is set by controls: 0 for no effect and ±100 for the full control effect
Target sequence (P48426 whole entry, looked up): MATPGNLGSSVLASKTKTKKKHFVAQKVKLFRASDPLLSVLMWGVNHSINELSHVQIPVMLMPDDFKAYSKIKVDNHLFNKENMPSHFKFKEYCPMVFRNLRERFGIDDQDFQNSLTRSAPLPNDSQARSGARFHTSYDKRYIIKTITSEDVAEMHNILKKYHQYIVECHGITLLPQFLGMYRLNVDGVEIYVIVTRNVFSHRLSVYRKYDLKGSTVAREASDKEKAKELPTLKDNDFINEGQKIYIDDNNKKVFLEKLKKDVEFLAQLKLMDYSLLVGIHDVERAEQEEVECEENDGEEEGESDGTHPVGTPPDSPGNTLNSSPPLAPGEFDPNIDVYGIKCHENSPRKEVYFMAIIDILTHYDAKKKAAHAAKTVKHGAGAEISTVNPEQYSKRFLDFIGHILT
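Compounds were pin-transferred onto PI5P4Kalpha and substrate in HEPES pH 7.4 buffer with EGTA, CHAPS and 5% DMSO. ATP (5 microM final) started the reaction, which ran 60 minutes at room temperature before ADP-Glo detection.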
WRN helicase inh: WRN helicase (human) inhibition; Q14191; WRN helicase unwinding, fluorescent forked duplex, kinetic; Potency, µM (titrated, usually from 114 µM), inactives show at the top dose activity change, negative = inhibition, actives largely listed as inhibitors; 0.46% of 360,000 active; AID 651768; note: potency is the fitted concentration of half-maximal effect; % is set by controls: 0 for no effect and ±100 for the full control effect; nearly all actives have a fitted effect of over 55% in size
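Fluorescence dequenching readout, ex 525 nm/em 598 nm, kinetic mode: forked duplex DNA (100 nM final) with adjacent fluorophore and quencher unwound by WRN (20 nM final) with 2 mM ATP. Compound preincubation 15 min, room temperature.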
EPAC1 antag: antagonists of human EPAC1. EPAC1 GEF assay, Rap1b-BODIPY-GDP exchange fluorescence. Potency, µM (titrated, usually from 115 µM), without a hit: at the top dose activity change, negative = inhibition, actives largely listed as inhibitors. 0.14% of 360,000 active. AID 720709;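 note: potency is the fitted concentration of half-maximal effect; plate controls were vehicle for no effect and positive control for full effect; nearly all actives have a fitted effect of over 50% in size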
EPAC1 agonist: agonists of human EPAC1; 0.073% of 360,000 active; EPAC1 agonist qHTS, biochemical assay; response scale: 100% = response to 6.5 mM cAMP; AID 720707; O95398; Potency, µM (top dose mostly 154 µM), inactives show at the highest dose activation, usual class: activators; note: potency is the fitted concentration of half-maximal effect; nearly all actives have a fitted effect of over 60% in size
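Multi-concentration qHTS readout: loss of Rap1B-bound BODIPY-GDP fluorescence driven by 100 nM EPAC1 with excess GDP (50 uM), monitored kinetically at room temperature; agonist response expressed relative to 6.5 mM cAMP.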
IL-2 act: activates IL-2 in a cell-based reporter assay; IL-2 activation reporter assay, cell-based qHTS; stimulated with anti-CD3/CD4/CD28 beads; in transgenic mouse T cells; activation, % (series mostly up to about 46 µM); 0.065% of 360,000 active; AID 652025; in the data active = activation above about 50%; inconclusive = mostly about 30% to 49%; note: 0% is about no effect
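Unstimulated transgenic mouse T cells preincubated 60 min with compound, then stimulated with anti-CD3/anti-CD4-coated beads plus anti-CD28 for 18 h at 37 degrees C. IL-2 response read as EGFP and DsRed fluorescence by plate cytometry.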
CCT chaperon mod: cytosolic chaperonin activity modulation; purified chaperonin ATPase assay, HTRF ADP detection, 30 min; 0.3% of 360,000 active; activity change, % (no concentration beside the values), hits read low; in the data active = activity change below about -30%; note: % is set by controls: 0 for no effect and ±100 for the full control effect
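TRiC (40 or 20 nM final, by batch activity) in 30 mM Tris pH 7.4, 100 mM KCl, 5 mM MgCl2, 1 mM DTT was treated with compound at 76 uM single dose, then 10 uM ATP, 30 min at 37 °C. ADP was read by HTRF Transcreener.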
Numbers without * were called inactive; [ ] = remark or other dose. Unless noted, calls come from the whole dose curve; as a rule, active = well fitted curve in the direction sought with a large enough effect; inconclusive = small, poorly fitted or top-dose-only effect, or another doubt; inactive = no such curve, though single readings can be large; an effect the other way counts as inactive or inconclusive.

For Cn1nnnc1SCc1csc(C2C(C#N)=C(N)OC3=C2C(=O)CCC3)c1 (centres undefined) the results were EPAC2 ag 3.4%, PLK1 PBD block -17.9%, PI5P4K alpha inh 5.9, WRN helicase inh -6.4%[57.1 µM], EPAC1 antag -18.3%, EPAC1 agonist 2.6%, IL-2 act 0.8 and CCT chaperon mod 1.4.
CN(C)S(=O)(=O)c1cccc(NC(=O)COC(=O)c2cccc(S(=O)(=O)N3CCc4ccccc4C3)c2)c1 was read as EPAC2 ag 10.0%, PLK1 PBD block 4.5%, PI5P4K alpha inh -6.4, WRN helicase inh -13.3%, EPAC1 antag -12.9%, EPAC1 agonist 3.4%, IL-2 act -3.4 and CCT chaperon mod 1.4.
`CC(=O)Oc1ccc(-n2c(=O)c3ccccc3c3ccccc3c2=O)cc1` gave EPAC2 ag 4.8%, PLK1 PBD block -6.6%, PI5P4K alpha inh 1.0, WRN helicase inh inconclusive, EPAC1 antag 1.6%, EPAC1 agonist 1.9%, IL-2 act -0.6 and CCT chaperon mod 0.2.
`CCOC(=O)N1CCC(NC(=O)CN(C)S(=O)(=O)c2cc3c(cc2Cl)NC(=O)CO3)CC1` gave EPAC2 ag 4.0%, PLK1 PBD block -4.5%, WRN helicase inh -1.9%, EPAC1 antag 6.7%, EPAC1 agonist -2.8%, IL-2 act -1.4 and CCT chaperon mod -1.6.
Cc1nc2ccccc2n1CCN1CCOCC1 was read as EPAC2 ag 5.3%, PLK1 PBD block -9.2%, PI5P4K alpha inh -2.0, WRN helicase inh 4.4%, EPAC1 antag 7.9%, EPAC1 agonist -0.2%, IL-2 act -0.1 and CCT chaperon mod -0.3.
For O=C(C1CSC2(c3ccc(F)cc3)CCC(=O)N12)N1CCCCCC1 (centres undefined) the results were EPAC2 ag -13.0%, PLK1 PBD block -1.5%, WRN helicase inh 1.3%, EPAC1 antag -5.4%, EPAC1 agonist 6.9%, IL-2 act -0.4 and CCT chaperon mod -3.3.
For COc1ccc(Cn2c(C)nnc2-c2cnn(C)c2N)cc1 the results were EPAC2 ag 0.2%, PLK1 PBD block -15.6%, PI5P4K alpha inh -1.7, WRN helicase inh 0.9%, EPAC1 antag -14.3%, EPAC1 agonist 4.8%, IL-2 act -1.1 and CCT chaperon mod -2.1.
For CCC(C)(C)NC(=O)Cn1c(-c2ccc(C)cc2)noc1=O the results were EPAC2 ag -8.9%, PLK1 PBD block 0.4%, PI5P4K alpha inh 0.8, WRN helicase inh -1.4%, EPAC1 antag -4.8%, EPAC1 agonist -3.4%, IL-2 act -2.5 and CCT chaperon mod -2.3.
CCOc1cc2[nH]c(=O)n(CCC(=O)NCc3ccc(OC)cc3)c(=O)c2cc1OCC was read as EPAC2 ag -10.6%, PLK1 PBD block -2.0%, PI5P4K alpha inh 5.1, WRN helicase inh -6.0%, EPAC1 antag -6.3%, EPAC1 agonist -8.1%, IL-2 act 0.9 and CCT chaperon mod -8.2.
For C=CCn1c(-c2cccc3ccccc23)n[nH]c1=S the results were EPAC2 ag 5.7%, PLK1 PBD block -5.1%, PI5P4K alpha inh 1.0, WRN helicase inh 0.8%, EPAC1 antag -2.0%, EPAC1 agonist 2.6%, IL-2 act -2.1 and CCT chaperon mod 1.3.
CC1(C)SC(=S)N(/N=C/c2ccccc2)C1N(O)C(=O)Nc1ccc([N+](=O)[O-])cc1 (centres undefined) was read as EPAC2 ag 6.1%, PLK1 PBD block -0.8%, PI5P4K alpha inh -6.7, WRN helicase inh 5.2%, EPAC1 antag 0.6%, EPAC1 agonist 0.0%, IL-2 act -2.7 and CCT chaperon mod 2.4.
For CC1=C(C(=O)O)CC(S(=O)(=O)O)C1(C)C (centres undefined) the results were EPAC2 ag 6.7%, PLK1 PBD block 5.3%, PI5P4K alpha inh -1.9, WRN helicase inh -12.7%, EPAC1 antag 4.5%, EPAC1 agonist 0.7%, IL-2 act -5.2 and CCT chaperon mod -2.8.
Screening CCc1ccc(CNC(=O)C2CCN(S(=O)(=O)N3CC(C)CC(C)C3)CC2)cc1 (centres undefined) returned EPAC2 ag -1.6%, PLK1 PBD block -3.7%, PI5P4K alpha inh -0.6, WRN helicase inh -0.2%, EPAC1 antag 11.7%, EPAC1 agonist 7.6%, IL-2 act -3.3 and CCT chaperon mod -1.6.
Screening COC(=O)c1cn(NC(=O)C2CCC(C)CC2)c(=O)c2ccccc12 (centres undefined) returned EPAC2 ag -12.7%, PLK1 PBD block -9.7%, PI5P4K alpha inh 0.1, WRN helicase inh -5.4%, EPAC1 antag 2.2%, EPAC1 agonist -8.3%, IL-2 act 2.8 and CCT chaperon mod 0.4.
`CCCCn1c(=O)[nH]c(=O)c2c1nc(-c1ccc(OCC)cc1)n2CC` gave EPAC2 ag 1.7%, PLK1 PBD block 10.9%, PI5P4K alpha inh -0.5, WRN helicase inh 12.1%, EPAC1 antag -14.1%, EPAC1 agonist 2.6%, IL-2 act -0.6 and CCT chaperon mod 1.5.
`COc1ccc(C2(c3ccc(OC)cc3)NC(=O)N(CC(=O)Nc3ccc(OC)c(OC)c3)C2=O)cc1` gave EPAC2 ag 17.6%, PLK1 PBD block -4.9%, PI5P4K alpha inh -10.9, WRN helicase inh -7.5%, EPAC1 antag -20.8%, EPAC1 agonist 3.7%, IL-2 act -1.7 and CCT chaperon mod 0.9.
For Cn1nccc1C(=O)Nc1ccc2c(c1)OCCO2 the results were EPAC2 ag 0.2%, PLK1 PBD block inconclusive, PI5P4K alpha inh -27.8, WRN helicase inh 4.5%, EPAC1 antag 1.9%, EPAC1 agonist -0.6%, IL-2 act -0.6 and CCT chaperon mod -2.7.
N#Cc1ccc(NC(=S)NCCN2CCOCC2)cc1 was read as EPAC2 ag -3.4%, PLK1 PBD block -7.7%, PI5P4K alpha inh 5.2, WRN helicase inh 0.8%, EPAC1 antag 14.4%, EPAC1 agonist -2.4%, IL-2 act -1.0 and CCT chaperon mod -1.2.
C[C@@H]1CN([C@H](C)CO)S(=O)(=O)c2ccc(C#CCN(C)C)cc2O[C@@H]1CN(C)Cc1ccccc1F was read as EPAC2 ag 1.1%, PLK1 PBD block -6.7%, PI5P4K alpha inh 0.0, WRN helicase inh -3.3%, EPAC1 antag 1.3%, EPAC1 agonist 2.5%, IL-2 act -3.4 and CCT chaperon mod -0.5.
`CC1CC(C)(C)NC(=S)N1CC(=O)N1CCN(Cc2ccc3c(c2)OCO3)CC1` (centres undefined) gave EPAC2 ag 4.0%, PLK1 PBD block 0.0%, PI5P4K alpha inh -3.7, WRN helicase inh -7.3%, EPAC1 antag -3.8%, EPAC1 agonist 2.1%, IL-2 act 3.8 and CCT chaperon mod 1.3.
For CCCCOC(=O)Nc1nnc(CCc2ccccc2)s1 the results were EPAC2 ag 5.9%, PLK1 PBD block -5.6%, WRN helicase inh 0.4%, EPAC1 antag 5.2%, EPAC1 agonist -0.3%, IL-2 act 0.9 and CCT chaperon mod -3.2.
`CCOC(=O)c1cnc(-n2nc(C)cc2C)nc1Nc1ccc(N(C)C)cc1` gave EPAC2 ag -6.2%, PLK1 PBD block -10.8%, PI5P4K alpha inh -1.8, WRN helicase inh -5.7%, EPAC1 antag 3.2%, EPAC1 agonist 0.8%, IL-2 act 1.9 and CCT chaperon mod -0.5.
Cc1cccc(NC(=S)NCCN2CCOCC2)c1C was read as EPAC2 ag 8.8%, PLK1 PBD block 2.4%, PI5P4K alpha inh -4.3, WRN helicase inh -1.2%, EPAC1 antag -12.1%, EPAC1 agonist 0.9%, IL-2 act -0.9 and CCT chaperon mod -1.5.
Cc1cccc(OCc2nc(-c3ccccn3)n[nH]2)c1 was read as EPAC2 ag 0.4%, PLK1 PBD block -2.7%, PI5P4K alpha inh 0.4, WRN helicase inh 1.6%, EPAC1 antag 2.5%, EPAC1 agonist -8.4%, IL-2 act -2.6 and CCT chaperon mod 2.4.
For O=C(Cc1ccccc1)N1CCN(c2ccc([N+](=O)[O-])cc2)CC1 the results were EPAC2 ag 0.8%, PLK1 PBD block 1.7%, PI5P4K alpha inh 2.8, WRN helicase inh -7.8%, EPAC1 antag 0.8%, EPAC1 agonist -2.9%, IL-2 act -1.6 and CCT chaperon mod -4.9.
For Cc1[nH]nc(SCC(=O)NC2CCCCC2)c1[N+](=O)[O-] the results were EPAC2 ag 9.9%, PLK1 PBD block -7.1%, PI5P4K alpha inh -2.7, WRN helicase inh -0.6%, EPAC1 antag 2.6%, EPAC1 agonist 2.3%, IL-2 act 0.1 and CCT chaperon mod -0.3.
Cc1cccc(NC(=O)c2cc(N3CCOCC3)nc3ccccc23)c1 was read as EPAC2 ag -15.2%, PLK1 PBD block -2.9%, PI5P4K alpha inh 0.7, WRN helicase inh -16.7%, EPAC1 antag 2.1%, EPAC1 agonist -20.3%, IL-2 act 0.5 and CCT chaperon mod 0.4.
For C/C(=N\N=C(/N)SC1CC(=O)N(c2ccc(Cl)c(Cl)c2)C1=O)c1cccs1 (centres undefined) the results were EPAC2 ag 25.0%, PLK1 PBD block inconclusive, WRN helicase inh -19.2%[57.1 µM], EPAC1 antag -4.4%, EPAC1 agonist 20.5%, IL-2 act -2.0 and CCT chaperon mod 1.2.
For O=C(c1ccc([N+](=O)[O-])cc1)N1CCOCC1 the results were EPAC2 ag 2.9%, PLK1 PBD block -10.7%, PI5P4K alpha inh 6.7, WRN helicase inh 1.7%, EPAC1 antag -2.2%, EPAC1 agonist 3.2%, IL-2 act 0.2 and CCT chaperon mod 0.8.
N#CCSc1nc2sc3c(c2c(=O)n1C1CCCCC1)CCCC3 was read as EPAC2 ag -5.7%, PLK1 PBD block -8.1%, PI5P4K alpha inh 14.1, WRN helicase inh -6.2%[57.1 µM], EPAC1 antag -14.5%, EPAC1 agonist 1.7%, IL-2 act 0.7 and CCT chaperon mod -0.8.
`Cc1cccc(NC(=O)CN2C(=O)NC3(CCCC3)C2=O)n1` gave EPAC2 ag 7.0%, PLK1 PBD block 0.2%, PI5P4K alpha inh 4.8, WRN helicase inh 2.0%, EPAC1 antag -0.3%, EPAC1 agonist -3.6%, IL-2 act 3.0 and CCT chaperon mod -0.3.
For COc1ccc(-n2c(SCC(=O)Nc3ccc(Br)cc3)nc(O)cc2=O)cc1 the results were EPAC2 ag 0.4%, PLK1 PBD block -6.2%, PI5P4K alpha inh inconclusive, WRN helicase inh inconclusive, EPAC1 antag inconclusive, EPAC1 agonist -3.8%, IL-2 act 1.0 and CCT chaperon mod -3.3.

Assay outcomes from PubChem.

Only part of the results is shown (hit frequency here may not be typical).
